Source: PubChem BioAssay
TDP-43 yeast inh = inhibitors of TDP-43 toxicity in yeast; TDP-43 expressing yeast growth rescue, BacTiter-Glo, 24 h; Potency, µM (top dose mostly 46.1 µM), for the others: at the highest dose growth rescue (activation), hits mostly activators; actives 1.8% (n = 410,000); further: potency means the concentration at half of the fitted maximal effect; % of control where 0% means no effect; nearly all actives have a fitted effect of over 50% in size
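Yeast expressing TDP-43 (pregrown in raffinose, seeded at OD600=0.02 in galactose medium) exposed to compounds 24 hr at 30 deg C. Growth read by BacTiter-Glo luminescence; rescue of toxicity appears as increased signal.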
Akt phos inh = Akt phosphorylation inhibition; actives 0.32% (n = 360,000); activity change, % for hits at 50 µM; Neuro2A IGF-stimulated pAkt S473 HTRF, 20 min; stronger effect = lower value; in the data active means activity change below about -80%; inconclusive means mostly about -51% to -80%; further: on the % scale 0 is the no-effect control and ±100 the full control effect
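Neuro2A cells in DMEM with 0.5% FBS, overnight at 37 deg C, given compound at single 50 µM final, then IGF (6 nM final) for 20 min at 37 deg C. Lysed; phospho-Akt Ser473 by HTRF after 24 h, 665/615 ratio.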
aSyn rescue = rescues yeast growth from alpha-synuclein toxicity | Yeast expressing alpha-synuclein, growth rescue, BacTiter-Glo, 24 h | Potency, µM (series often up to 46.1 µM), for inactives: at the top dose growth rescue (activation), usual class: activators | actives 0.14% (n = 370,000) | AID 652106; further: potency means the concentration at half of the fitted maximal effect; % of control where 0% means no effect; nearly all actives have a fitted effect of over 65% in size
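Readout is rescue of growth in alpha-synuclein-expressing yeast, so inhibitors of toxicity appear as activators. Growth after 24 hr at 30 deg C in galactose medium is quantified by luminescence.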
GLP-1R agonist = agonists of human GLP-1 receptor; P43220; HEK293 GLP-1R CRE-luciferase, luminescence, 4-6 h; cells express a hypersensitive GLP-1R form; Potency, µM (series often up to 45.6 µM), without a hit: at the top dose activation, most hits filed as activators; actives 0.007% (n = 380,000); AID 624172; further: potency means the concentration at half of the fitted maximal effect; % of control where 0% means no effect
Target sequence (P43220 whole entry, looked up): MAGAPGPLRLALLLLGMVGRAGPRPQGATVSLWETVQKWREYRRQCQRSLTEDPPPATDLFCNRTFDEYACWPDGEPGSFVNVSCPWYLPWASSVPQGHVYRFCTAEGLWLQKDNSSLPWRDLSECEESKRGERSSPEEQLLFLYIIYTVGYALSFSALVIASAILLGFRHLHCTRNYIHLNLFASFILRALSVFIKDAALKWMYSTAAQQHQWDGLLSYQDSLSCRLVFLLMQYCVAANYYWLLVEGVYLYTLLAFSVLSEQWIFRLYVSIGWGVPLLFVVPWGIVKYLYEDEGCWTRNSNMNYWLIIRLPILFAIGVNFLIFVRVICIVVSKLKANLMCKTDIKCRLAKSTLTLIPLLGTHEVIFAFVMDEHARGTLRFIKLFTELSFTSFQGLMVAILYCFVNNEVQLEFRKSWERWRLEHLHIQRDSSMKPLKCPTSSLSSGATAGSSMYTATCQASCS
GLP-1R inv ag = inverse agonists of human GLP-1 receptor. P43220. HEK293 GLP-1R CRE-luciferase, luminescence, 24 h; GLP-1R form is constitutively active. Potency, µM (top dose mostly 38.3 µM), for inactives: top-dose activity change, negative = inhibition, most hits filed as inhibitors. actives 1.6% (n = 410,000). AID 624417; further: potency means the concentration at half of the fitted maximal effect; on the % scale 0 is the no-effect control and ±100 the full control effect; nearly all actives have a fitted effect of over 55% in size
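Readout was luciferase luminescence, measured 12 min after detection reagent at room temperature. Beforehand, GLP-1R reporter HEK293 cells had sat 12 h, then received compounds for 24 hr at 37 deg C.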
PTHR1 agonist = activates the human parathyroid hormone receptor PTHR1. HEK293 GP2 PTHR1 cells, GloSensor cAMP luminescence, 1 h. Q03431. Potency, µM (highest dose often 115 µM), for inactives: at the highest dose activation, usual class: activators. AID 743266. actives 0.075% (n = 410,000); further: potency means the concentration at half of the fitted maximal effect; nearly all actives have a fitted effect of over 55% in size; some results filed as inactive show a strong effect at the top dose; inactives centre near -15; many of its hits are not listed in these tables
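HEK-293-derived GP2 cells expressing PTHR1 and a GloSensor cAMP reporter, 3,000/well, plated overnight, given luciferin plus IBMX (each 0.5 mM as added) for 1 h at 37 °C, then compound for 1 h at 37 °C. Luminescence was read after 15 min at room temperature.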
D3 antag = blocks the human D3 dopamine receptor; P35462; D3R cells, DiscoveRx beta-arrestin luminescence, antagonist mode; stronger effect = lower value; max response, negative = inhibition, %; actives 2.5% (n = 360,000); in the data active means max response below about -50%; inconclusive means no clear call, values can overlap the other calls; further: on the % scale 0 is the no-effect control and ±100 the full control effect; mostly tested at two doses, the higher about 12 µM
Target sequence (P35462 whole entry, looked up): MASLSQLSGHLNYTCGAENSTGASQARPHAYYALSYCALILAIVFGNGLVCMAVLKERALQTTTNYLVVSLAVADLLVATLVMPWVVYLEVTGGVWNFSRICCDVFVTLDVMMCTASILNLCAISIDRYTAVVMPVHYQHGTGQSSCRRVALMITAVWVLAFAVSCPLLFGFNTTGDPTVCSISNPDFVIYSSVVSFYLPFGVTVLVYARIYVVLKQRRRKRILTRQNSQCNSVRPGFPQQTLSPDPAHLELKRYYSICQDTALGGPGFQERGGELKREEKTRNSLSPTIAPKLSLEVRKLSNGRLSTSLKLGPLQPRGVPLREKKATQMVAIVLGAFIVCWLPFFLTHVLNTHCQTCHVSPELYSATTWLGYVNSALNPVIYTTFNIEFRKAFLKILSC
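Cells plated overnight at 1500 cells/well, then exposed to library compounds with dopamine controls for 90 minutes at 37 degrees C. DiscoveRx reagent added for 30–60 minutes at room temperature; luminescence read, quantitative HTS format.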
Abeta yeast res = compounds reversing amyloid beta toxicity in yeast. yeast expressing A-beta42, growth rescue, OD600, 48 h; response scale: 0% DMSO, 100% iron-clioquinol control. Potency, µM (top dose mostly 46.1 µM), for the others: at the highest dose growth rescue, hits mostly activators. actives 0.063% (n = 410,000); further: potency means the concentration at half of the fitted maximal effect; nearly all actives have a fitted effect of over 55% in size
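Yeast growth medium received pinned compounds, then yeast cells expressing toxic A-beta were added; plates incubated at 30 C for 48 hr. Growth read as absorbance at 600 nm, normalized to DMSO and equimolar FeCl3 plus clioquinol controls.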
FUS suppressor = rescues growth of FUS-expressing yeast; Potency, µM (top dose mostly 76.6 µM), for the others: at the top dose growth rescue (activation), hits mostly activators; actives 0.24% (n = 390,000); S. cerevisiae FUS-expressing, growth rescue, OD600, 24 h;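 further: potency means the concentration at half of the fitted maximal effect; plate controls were DMSO vehicle for no effect and reference control for full effect; nearly all actives have a fitted effect of over 55% in size; some results filed as inactive show a strong effect at the top dose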
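Absorbance at 600 nm, taken 24hr after compound addition, measured rescue of FUS-yeast growth at 30C. Induction used 2% galactose with seeding at OD 0.005. Controls: CP55940 from 92uM final, DMSO only.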
An asterisk follows results filed as active; i = inactive; ? = inconclusive; · = no result given; [ ] = remark or other dose. Unless noted, the call rests on the fitted dose curve; in most records, active means well fitted curve in the direction sought with a large enough effect; inconclusive means small, poorly fitted or top-dose-only effect, or another doubt; inactive means no such curve, though single readings can be large; an effect the other way counts as inactive or inconclusive. An excerpt; rates above refer to the full screens.

no.	molecule	TDP-43 yeast inh	Abeta yeast res	PTHR1 agonist	GLP-1R agonist	D3 antag
1	S=C1SCN(Cc2cccnc2)CN1Cc1ccccc1	25µM*	7%	-1%	15%	4
2	CN(C(=O)CSc1nc(O)cc(=O)n1C1CCCC1)c1ccccc1	-7%	-15%	i	8%	5
3	Cc1cccc(NC(=O)NCCN2CCCCC2)c1	10%	-11%	i	-3%	-20
4	Cc1cccc(C)c1NC(=O)CN(C)C(=O)c1cccc(S(=O)(=O)N2CCN(c3ccc(F)cc3)CC2)c1	-1%	13%	i	3%	9
5	Cc1cc(=O)n2c(n1)NC(Nc1cccc(C)c1C)=NC2c1ccc(F)cc1 (stereo not given)	-1%	-5%	-5%	6%	5
6	CCOc1ccc(Oc2ccc(S(=O)(=O)N3CCOCC3)cc2NC(=O)C2=COCCO2)cc1	-6%	1%	-39%	-1%	-23
7	CCOC(=O)CN(c1sc(C)c(C)c1C(=O)OCC)S(=O)(=O)c1ccc(C)cc1	-2%	0%	-20%	-1%	-17
8	Oc1ccc(O)c(-c2cnns2)c1	15%	2%	-64%[inhibitor]	-9%	4
9	COc1cc(C(CCN2CCCCC2)c2c(OC)cc(OC)c3c(C)cc(=O)oc23)cc(OC)c1OC (stereo not given)	9%	-2%	-3%	30%	-2
10	O=C(COC(=O)Cc1cccc(C(F)(F)F)c1)NC1CCS(=O)(=O)C1 (stereo not given)	24%	-7%	-23%	7%	5
11	CCOC(=O)N1CCN(C(=O)C2CCN(C(=O)c3ccccc3C)CC2)CC1	-93%[inhibitor]	-89%[inhibitor]	-21%	-1%	?
12	C/C=C/c1ccc(Oc2nnnn2-c2ccc(C(=O)O)cc2)c(OC)c1	-18%	13%	i	2%	1

no.	Akt phos inh	GLP-1R inv ag	aSyn rescue	FUS suppressor
1	i	?	-10%	-4%
2	i	-47%	-5%	?
3	i	-3%	5%	-3%
4	i	?	-3%	?
5	i	8%	0%	15%
6	i	?	-1%	?
7	i	?	10%	21%
8	i	17%	6%	0%
9	i	22%	5%	19%
10	i	15%	-2%	-1%
11	i	?	-76%[inhibitor]	6%
12	i	-8%	1%	19%

Copied from above, compounds 6–12
no.	molecule	TDP-43 yeast inh	Abeta yeast res	PTHR1 agonist	GLP-1R agonist	D3 antag
6	CCOc1ccc(Oc2ccc(S(=O)(=O)N3CCOCC3)cc2NC(=O)C2=COCCO2)cc1	-6%	1%	-39%	-1%	-23
7	CCOC(=O)CN(c1sc(C)c(C)c1C(=O)OCC)S(=O)(=O)c1ccc(C)cc1	-2%	0%	-20%	-1%	-17
8	Oc1ccc(O)c(-c2cnns2)c1	15%	2%	-64%[inhibitor]	-9%	4
9	COc1cc(C(CCN2CCCCC2)c2c(OC)cc(OC)c3c(C)cc(=O)oc23)cc(OC)c1OC (stereo not given)	9%	-2%	-3%	30%	-2
10	O=C(COC(=O)Cc1cccc(C(F)(F)F)c1)NC1CCS(=O)(=O)C1 (stereo not given)	24%	-7%	-23%	7%	5
11	CCOC(=O)N1CCN(C(=O)C2CCN(C(=O)c3ccccc3C)CC2)CC1	-93%[inhibitor]	-89%[inhibitor]	-21%	-1%	?
12	C/C=C/c1ccc(Oc2nnnn2-c2ccc(C(=O)O)cc2)c(OC)c1	-18%	13%	i	2%	1

no.	Akt phos inh	GLP-1R inv ag	aSyn rescue	FUS suppressor
6	i	?	-1%	?
7	i	?	10%	21%
8	i	17%	6%	0%
9	i	22%	5%	19%
10	i	15%	-2%	-1%
11	i	?	-76%[inhibitor]	6%
12	i	-8%	1%	19%

Going on with the list.
no.	molecule	TDP-43 yeast inh	Abeta yeast res	PTHR1 agonist	GLP-1R agonist	D3 antag
13	Cc1cccc(OCC(=O)Nc2c(C)ccc3nsnc23)c1C	?	-20%	i	·	·
14	Cc1csc(NC(=O)c2cccc(C)c2C)n1	24%	0%	-1%[57.5 µM]	21%	-17
15	O=c1[nH]c2ccccc2cc1-c1noc(-c2cccnc2)n1	-12%	10%	i	-3%	8
16	COc1cc(CNc2ncc(-c3ccc(Cl)cc3)n2C)cc(OC)c1OC	-13%	1%	-19%	-4%	32
17	O=C(N/N=C/C=C/c1ccccc1)c1ccccn1	-7%[1.82 µM]	-4%	-37%[inhibitor]	7%	-3
18	O=C(Cn1cnc2ccccc2c1=O)NNC(=O)c1cccc([N+](=O)[O-])c1	18%	-1%	i	-2%	11
19	C/C(=N\NC(=O)c1cccc2ccccc12)c1cccnc1	4%	-12%	i	2%	4
20	COc1ccc(NS(=O)(=O)c2cc(C(=O)Nc3ccccc3C(=O)O)ccc2C)cc1	3%	-16%	24%	-3%	64
21	CCOc1ccc(CCNC(=O)c2cccc(S(=O)(=O)N3CCN(C(C)=O)CC3)c2)cc1OCC	16%	2%	i	3%	-9
22	CCn1c(CSc2nc3ccccc3[nH]2)nc2cc(C(=O)O)ccc21	11%	-6%	-9%	2%	-21
23	COc1ccc(OC)c(/C=N/n2c(COc3ccccc3)n[nH]c2=S)c1	-4%	-4%	-4%	9%	-7
24	COc1ccc(-c2c(C)oc3c(CN4CCOCC4)c(O)ccc3c2=O)cc1OC	7%	17%	-5%	7%	2

no.	Akt phos inh	GLP-1R inv ag	aSyn rescue	FUS suppressor
13	·	?	·	-15%
14	i	-12%	-13%	8%
15	i	-10%	-1%	8%
16	i	-34%	4%	1%
17	i	23%	-14%	20%
18	i	30%	-1%	3%
19	i	-25%	-6%	-3%
20	i	30%[activator]	-1%	4%
21	i	18%	1%	6%
22	i	0%	-3%	25%
23	i	8%	-4%	11%
24	i	8%	-3%	-16%

(list continues)
no.	molecule	TDP-43 yeast inh	Abeta yeast res	PTHR1 agonist	GLP-1R agonist	D3 antag
25	Cc1ncc(CO)c2c1Oc1nc(-c3ccc(F)cc3)nc(SCC(=O)N3CCCCC3)c1C2	13%	-8%	i	·	·
26	Cc1ccc(S(=O)(=O)CCc2nnc(NC(=O)c3ccco3)s2)cc1	-7%	-17%	-22%	5%	6
27	Cc1nc2ccccc2n(CC(=O)Nc2cc(Cl)cc(Cl)c2)c1=O	1%	0%	-18%	16%	0
28	COc1ccc(/C=N/NC(=O)c2nn(-c3ccccc3)c(=O)c3c(N)scc23)cc1	?	9%	-9%	-8%	?
29	CC(C)C[C@@H]1COc2cc(N3CCC[C@@H]3CO)ccc2S(=O)(=O)N1	11%	-10%	-68%[inhibitor]	-3%	19
30	Cc1ccc2c(c1)C1(OCCCO1)C(=O)N2	?	5%	-20%	-2%	2
31	COc1ccc(C2C(C(=O)NCC3CCCO3)CCC(=O)N2c2ccc3c(c2)OCO3)cc1 (stereo not given)	3%	11%	i	-11%	0
32	Cc1ccnc(NC(=O)C2CCN(S(=O)(=O)c3ccc(C)c(C)c3)CC2)c1	0%	25%	-9%	11%	-1
33	O=c1c(OCc2ccccc2)cccn1Cc1ccccc1	?	-11%	-20%	6%	-19
34	COc1ccc(SC[C@H](CC(C)C)N2CCN(CCc3ccccc3)CCC2=O)cc1	2%	15%	-93%[inhibitor]	6%	-17
35	O=C(NCc1ccccc1)c1ccc2c(c1)S(=O)(=O)c1cc(Cl)ccc1C2=O	25%	-11%	-39%[inhibitor]	-1%	25
36	COC(=O)c1ccc(NC(=O)CSc2nc3ccc(OC)cc3[nH]2)cc1	-6%	-15%	-17%	4%	·

no.	Akt phos inh	GLP-1R inv ag	aSyn rescue	FUS suppressor
25	·	10%	·	10%
26	i	0%	0%	5%
27	i	?	2%	13%
28	i	2%	?	?
29	i	27%	0%	-11%
30	i	-14%	-2%	-1%
31	i	4%	2%	10%
32	i	?	16%	21%
33	i	?	?	-22%
34	i	?	8%	24%
35	i	5%	-1%	-34%
36	·	-23%	·	9%

The listing continues.
no.	molecule	TDP-43 yeast inh	Abeta yeast res	PTHR1 agonist	GLP-1R agonist	D3 antag
37	O=C(Nc1cccc(Cl)c1)c1ccc2nc(Cc3ccccc3)oc2c1	-5%	1%	-35%[inhibitor]	·	·
38	O=C(NCc1ccco1)/C(=C\c1ccco1)NC(=O)c1cccs1	16%	-3%	i	1%	7
39	O=C(Nc1cccc([N+](=O)[O-])c1)NC1CCS(=O)(=O)C1 (stereo not given)	8%	-13%	-4%	5%	-8
40	CC1CCC(NC(=O)c2ccc3c(c2)N(Cc2ccccc2)C(=O)c2ccccc2S3=O)CC1 (stereo not given)	-9%	-9%	-20%	0%	·
41	COC1CCCN(C(=O)c2cccc(OC3CCN(S(=O)(=O)N(C)C)CC3)c2)C1 (stereo not given)	5%	11%	-18%	1%	-8
42	COc1ccccc1Oc1c(C)oc2c(CN3CCOCC3)c(O)ccc2c1=O	-23%	-3%	i	5%	-9
43	C[C@@H]1ON(C)[C@H]2C[C@H]3c4cc(N5CCN(C)CC5)ccc4CCN3C(=O)[C@@H]12	3%	6%	-18%	-1%	-9

no.	Akt phos inh	GLP-1R inv ag	aSyn rescue	FUS suppressor
37	·	10µM*	·	6%
38	i	-1%	-3%	-11%
39	i	3%	1%	9%
40	·	?	·	?
41	i	-7%	-9%	-3%
42	i	12%	1%	23%
43	i	-5%	-2%	-8%
